mcGAS MS inh: blocks mouse cGAS cGAMP production | Q8C6L5 | recombinant mouse cGAS, cGAMP by RapidFire MS | inhibition, % at 12.5 µM | actives 0.18% (n = 130,000) | AID 1259397;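 active = inhibition of cGAS enzyme activity at or above 60%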;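 also: enzyme stimulated by 45 bp dsDNA with ATP and GTP substrates; cGAMP share of summed cGAMP plus half ATP and half GTP signals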
Target sequence (Q8C6L5 whole entry, looked up): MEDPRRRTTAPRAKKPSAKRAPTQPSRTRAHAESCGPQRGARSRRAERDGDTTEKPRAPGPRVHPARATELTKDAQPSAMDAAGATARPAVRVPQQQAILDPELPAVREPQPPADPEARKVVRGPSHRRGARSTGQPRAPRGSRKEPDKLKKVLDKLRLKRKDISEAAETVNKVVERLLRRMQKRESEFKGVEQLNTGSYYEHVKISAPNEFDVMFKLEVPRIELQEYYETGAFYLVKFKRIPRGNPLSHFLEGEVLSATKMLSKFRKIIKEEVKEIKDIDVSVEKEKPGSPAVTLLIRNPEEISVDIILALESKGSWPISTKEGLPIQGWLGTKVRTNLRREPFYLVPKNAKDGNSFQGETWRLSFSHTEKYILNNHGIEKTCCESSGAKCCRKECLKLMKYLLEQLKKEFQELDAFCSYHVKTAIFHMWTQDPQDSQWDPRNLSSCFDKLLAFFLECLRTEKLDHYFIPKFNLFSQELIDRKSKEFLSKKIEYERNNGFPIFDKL
* = called active by the depositor; & = joins results of further samples.

SMILES	mcGAS MS inh
COc1ccc(CN2CCN(Cc3ccc(CO)o3)CC2CCO)c(F)c1 (stereo unspecified)	-1.4
Cn1c2ccccc2n2c(C(O)C(Cl)(Cl)Cl)c(-c3ccccc3)nc12 (stereo unspecified)	2.6
O=C(NCCCN1CCCCCC1)N1CC2C3CCC(O3)C2C1 (stereo unspecified)	7.6
Cc1cc(C2CCC2)nc(N2CCN(Cc3nccn3C)CC2)n1	-28.3
CC(C)c1ccc(N=C2N=C(N)c3ccccc32)cc1	4.8
CCn1ccnc1CN(C)C(=O)c1cc(COc2cccc3cnccc23)on1	-6.4&-1.5
COC(=O)c1ccc(CCNS(=O)(=O)N2CCCCCC2)cc1	-7.9
CN(C)C(=O)C(CCN1CCC(O)(c2ccc(Cl)cc2)CC1)(c1ccccc1)c1ccccc1	-11.4&-4.3&0.1
N#CC1(c2ccccc2)CCN(S(=O)(=O)c2ccccc2C(F)(F)F)CC1	-5.0
CC(C)(C)C(=O)CSc1n[nH]c(-c2ccc(Br)cc2)n1	2.4

Part of the list above in a different format.
molecule: COC(=O)c1ccc(CCNS(=O)(=O)N2CCCCCC2)cc1
  mcGAS MS inh = -7.9
molecule: O=C(NCCCN1CCCCCC1)N1CC2C3CCC(O3)C2C1 (stereo unspecified)
  mcGAS MS inh = 7.6

More records follow:
SMILES	mcGAS MS inh
COc1ccc(-c2nn(-c3cccc(F)c3)c(OC(C)=O)c2-c2ccc(N)cc2)c(OC)c1	-10.6
O=C(O)C1CC2(CCNCC2)CN1Cc1cn[nH]c1-c1ccc(F)cc1 (stereo unspecified)	-16.8
N#Cc1c(Cl)nsc1NC1CCSc2c(F)cccc21 (stereo unspecified)	11.1
CN(C)C(=O)CN1CCN(C(=O)c2ccc(Cl)cc2NC(=O)c2ccc(F)cc2)CC1	-29.2
COc1ccc(C)cc1-n1c(Cn2ccnc2)nnc1SCC(=O)O	-1.4
COCc1nn2c(nnc3c(=O)n(Cc4ccccc4Cl)ccc32)c1-c1ccccc1	0.6
Cn1nnc2c(N3CCN(C(=O)C4CC(=O)N(c5ccccc5)C4)CC3)ncnc21 (stereo unspecified)	-4.6
CC(=O)NCCc1ccc(C(=O)N(C)Cc2ccc(Cl)c(Cl)c2)cc1	-13.4
Cc1cc(N)n(-c2nc3c(cnn3-c3ccccc3)c(=O)[nH]2)n1	7.5
CCC(CO)NCc1ccc(C(C)C)cc1 (stereo unspecified)	-1.0
CCCc1cc(=O)n2[nH]c(NCc3cccc([N+](=O)[O-])c3)nc2n1	-4.5
CCOc1ccc(C(=O)NCCn2c(C)cc3ccccc32)cc1OCC	-6.2
O=C(NCCCl)N1CCn2cccc2C1c1ccc(Cl)cc1 (stereo unspecified)	8.4
CCC(NC(=O)c1occc1C)c1ccnn1C (stereo unspecified)	-15.5
C=CCn1cc(CN(C)Cc2cc(-c3cccnc3)no2)c(C)n1	-22.7
C=CCn1c(C)nnc1S(=O)(=O)Cc1ccc(F)cc1Cl	6.9
CC(NC(=O)CC(C)(C)C)c1ccc(-n2cncn2)cc1 (stereo unspecified)	-6.9
COC(=O)C(C)Sc1nc2sc3c(c2c(=O)n1C)CCC3 (stereo unspecified)	-1.9
O=C(NN1CCCCC1)c1oc2ccccc2c1COc1ccccc1	-7.7
Cc1ccc(CN2CCN(Cc3ccc4cc(F)ccc4n3)CC2CCO)o1 (stereo unspecified)	-3.2
CCC(=O)OCC(=O)C1(OC(=O)CC)C(C)CC2C3CCC4=CC(=O)C=CC4(C)C3(Cl)C(O)CC21C (stereo unspecified)	-3.5
CCOC(=O)C1(CCCc2ccccc2)CCCN(C(=O)c2c(C)noc2C)C1 (stereo unspecified)	-4.4
COC(=O)c1ccc(CNC2CC(=O)N(Cc3ccccc3Cl)C2)cc1 (stereo unspecified)	-14.1
CSc1nnc(CC2CCN(C(=O)CCc3cc(=O)[nH]o3)CC2)n1C	-15.2
CCOC(=O)CC1CCCCN1Cc1nc(-c2ccc(C(=O)OC)cc2)oc1C (stereo unspecified)	-5.9
COc1cc(C(=O)N2CCC(c3n[nH]c(C)n3)CC2)cc(OC)c1C	-9.0
CCN1CCN(c2cc(=O)n(-c3ccccc3Cl)c(=O)[nH]2)CC1	5.7
Cn1c(=O)[nH]c(=O)c2c1nc(N1CCCCC1)n2CC(O)CO (stereo unspecified)	-9.1
COc1cccc(C(=O)N2CCOC(CC3CCCCC3)C2)c1OC (stereo unspecified)	-1.1
N#CCCN(CC1CCCO1)C(=O)C1CCc2ccccc2C1 (stereo unspecified)	-14.1

Of the compounds above, eight contain sulfur.
SMILES	mcGAS MS inh
COC(=O)c1ccc(CCNS(=O)(=O)N2CCCCCC2)cc1	-7.9
N#CC1(c2ccccc2)CCN(S(=O)(=O)c2ccccc2C(F)(F)F)CC1	-5.0
CC(C)(C)C(=O)CSc1n[nH]c(-c2ccc(Br)cc2)n1	2.4
N#Cc1c(Cl)nsc1NC1CCSc2c(F)cccc21 (stereo unspecified)	11.1
COc1ccc(C)cc1-n1c(Cn2ccnc2)nnc1SCC(=O)O	-1.4
C=CCn1c(C)nnc1S(=O)(=O)Cc1ccc(F)cc1Cl	6.9
COC(=O)C(C)Sc1nc2sc3c(c2c(=O)n1C)CCC3 (stereo unspecified)	-1.9
CSc1nnc(CC2CCN(C(=O)CCc3cc(=O)[nH]o3)CC2)n1C	-15.2

(cont.)
SMILES	mcGAS MS inh
O=C(c1ccc(S(=O)(=O)Nc2cccnc2)o1)N1CCCC1	-4.5
O=C(NCc1ccc(Cl)s1)NC(CO)Cc1ccc(O)cc1 (stereo unspecified)	-2.9
S=C(NCc1cccs1)N1CCn2c1nc1ccccc12	-34.8
O=C1C(=Cc2cccc3ccccc23)Sc2ccccc21	-9.7
O=C(NCCC1COc2ccccc2O1)c1ccc(NCC2CC2)nc1 (stereo unspecified)	-4.9
CC(C)C(=O)Nc1ccc(-n2cnc(C(=O)N3CCc4ccccc4C3)c2)nc1	-4.6
O=C(c1c[nH]c2ccc(F)cc2c1=O)N1CCc2c(nc[nH]c2=O)C1	-17.8
N#Cc1ccc(OCC(=O)N2CCCC2c2nc3ccccc3[nH]2)cc1 (stereo unspecified)	2.3
CCS(=O)(=O)c1ncc(CN2CCC(OC)CC2)n1CCCc1ccccc1	-2.9
CCCn1c(CC)nc([N+](=O)[O-])c1S(=O)(=O)c1ccc(Cl)cn1	5.4
Cc1ccc(-c2nc(CNC(=O)C3CCOC3)[nH]c2-c2ccccn2)cc1 (stereo unspecified)	13.8
CC1=C(C(=O)NC(C)c2cnn(-c3ccccn3)c2C)OCCO1 (stereo unspecified)	-4.7&6.8
CC(C)C(=O)NC(NC(=S)Nc1ccccc1O)C(Cl)(Cl)Cl (stereo unspecified)	-28.7
CN(CCC(=O)Nc1c(Cl)cccc1Cl)Cc1ccsc1	1.1
COC(=O)[C@@H]1C[C@H](O)CN1S(=O)(=O)CC1CCCCC1	0.0
CN1CCN(CC(=O)Nc2c(C(N)=O)nnn2Cc2ccccc2)CC1	1.3
Cc1cccc(NC(=O)CN(C)c2ccc(C(=O)N3CCCC(C)C3)cn2)c1C (stereo unspecified)	-4.8
CSc1nc2nc3c(cc2c(=O)[nH]1)C(O)Oc1ccc(C)cc1-3 (stereo unspecified)	-6.2&5.1
Brc1cccc(OCCN2CCc3ccccc3C2)c1	-2.5
COc1cccc(NC(=O)CCC2CCN(C(=O)c3cc(C(C)C)no3)CC2)c1	5.1
Cc1nc(C2CN(CCn3c(=O)oc4ccccc43)CCO2)n[nH]1 (stereo unspecified)	-21.3
O=C(NCCC1=CCCCC1)c1ccccc1-n1cnnn1	-9.8
Clc1ccc(C2=Nc3ncnn3C(c3cccc(Br)c3)C2)cc1 (stereo unspecified)	-8.0
COc1ccc(-c2ccc3c(c2)N(Cc2ccccc2)C(=O)COC3)cn1	-18.3
COc1ccc(OC)c(C2CCN(CCC(=O)Nc3nccs3)C2)c1 (stereo unspecified)	-21.8
Cc1cccnc1N1CCN(Cc2cn[nH]c2C(=O)O)CC1	0.0
Cc1ccc(C(=O)NCC(c2ccc3c(c2)CCN3C)N2CCN(C)CC2)cc1 (stereo unspecified)	-4.9
NS(=O)(=O)c1ccc(NC(=O)CSc2nnc3ccccn23)cc1	-1.1
CC(C)Cc1ncc2c(n1)CN(C(=O)c1sccc1Cl)C2	-13.9
C=CCSc1nc(-c2ccccc2)cc(-c2ccccc2OC)c1C#N	-8.0
O=c1ccc2cc3c([nH]c4ccc(Br)cc43)oc-2c1O	12.3
C=CCNc1ccccc1C(=O)N1CCC(Nc2ncccn2)CC1	-8.4
CCC(NC)c1ccc(-c2cccc3ncccc23)cc1 (stereo unspecified)	-10.5
CCCc1nc2sc3ccccc3c(=O)c2c(=O)n1Cc1ccc(OC)cc1	-11.2
CN(C)CCNC(=O)c1cc2sccc2n1CC1CCC1	-8.6
Cc1nc(C(=O)OCC(=O)N(C2CCCCC2)C2CCCCC2)cs1	-3.5
CCc1noc(C)c1C(=O)N1CCCC(CCC(=O)NCc2ccccc2Cl)C1 (stereo unspecified)	-3.1
O=C(C[C@@H]1C[C@@H]2C=C[C@H]1C2)N1CCc2c(ncnc2N2CCOCC2)C1	-8.8
Cc1ccc(C2(C)CC2(Br)Br)cc1 (stereo unspecified)	-25.5
Cc1sc(-n2cccc2)c(C(=O)Nc2nccs2)c1C	-1.7
O=C(CN1Cc2ccccc2C(c2ccccc2)C1)NC1CC1 (stereo unspecified)	-3.1
COc1ccc(S(=O)(=O)N(C)CCCC(=O)Nc2ccc3c(c2)CCC3)cc1	-4.5
COc1cccc(OC)c1C(=O)NCCN1CCn2cc(OC)c(=O)cc2C1=O	-3.7
FC(F)n1c(=S)n(C(F)F)c2ccccc21	-16.2
NC[C@H]1O[C@H](OC2[C@@H](N)C[C@@H](N)[C@H](O[C@H]3O[C@H](CO)[C@@H](O)[C@H](N)[C@H]3O)[C@H]2O)[C@H](N)[C@@H](O)[C@@H]1O (stereo partly specified)	-8.4
CC1CC2C3CCC4=CC(=O)C=CC4(C)C3(F)C(O)CC2(C)C1(O)C(=O)CO (stereo unspecified)	0.6
CC1(C(=O)NS(=O)(=O)c2ccccc2Cl)CCN1C(=O)c1cccc2ccccc12 (stereo unspecified)	-3.2
O=C([C@H]1CCCN1C(=O)c1ccccc1)N1CCN(Cc2ccc(Oc3ccccc3)cc2)CC1	-5.2
c1ccc(OCc2nnc3sc(-c4ccc5c(c4)OCO5)nn23)cc1	3.3
Cc1ccc(-n2nc(-c3ccccc3Cl)cc2C(=O)O)c(C)c1	-0.4

Other entries follow:
SMILES	mcGAS MS inh
Cc1ccc(SC(C)C(=O)Nc2cccc(C(N)=O)c2)cc1 (stereo unspecified)	-2.5
Cc1[nH]c2ccccc2c1S(=O)(=O)CCNC(=O)Nc1ccc(C(F)(F)F)cc1	34.3
CC(CNC(=O)c1ccc(C#N)cc1)NC(=O)c1ccc(C#N)cc1 (stereo unspecified)	22.2
Cc1ccc(-n2ncc3c(=O)n(NC(=O)CCC4CCCC4)cnc32)cc1C	-1.2
CC(C)c1nc(CC(=O)NC(C)c2ccncc2)cs1 (stereo unspecified)	-15.8
CNC(=O)COc1ccc(Nc2nnc(-c3ccc(C)c(S(=O)(=O)NC)c3)c3ccccc23)cc1	-3.9
Cc1sc(-c2c(C#N)c(N)nc3c2CCCCC3)cc1[N+](=O)[O-]	-12.1
Cc1cccc(-n2nc(C(=O)O)c(=O)n(Cc3ccccc3C)c2=O)c1	-1.2
Clc1ccc(-c2nc3c(c(NCCn4cccn4)n2)CNC3)cc1	-18.3
CC(C)CN(C)C(=O)CC1C(=O)NC2(CCCC2)CN1Cc1ccc(Cl)cc1 (stereo unspecified)	-3.0

Grouped by structure: those above with a CF3 group.
SMILES	mcGAS MS inh
N#CC1(c2ccccc2)CCN(S(=O)(=O)c2ccccc2C(F)(F)F)CC1	-5.0
Cc1[nH]c2ccccc2c1S(=O)(=O)CCNC(=O)Nc1ccc(C(F)(F)F)cc1	34.3

Further results follow.
SMILES	mcGAS MS inh
CCOC(=O)Nc1cccc(C(=O)n2ccccc2=NC(C)C)c1	3.7
Cc1nc(CC(=O)N2CCCC2c2ccc(C(=O)NC3CC3)s2)cs1 (stereo unspecified)	1.6
CC(Oc1ccccc1)C(=O)Nc1cc(F)ccc1F (stereo unspecified)	-2.6
CCc1nc(C2CCCN(c3ncnc4cc(F)c(F)cc34)C2)no1 (stereo unspecified)	-3.0
O=C(CN1C(=O)c2ccccc2S1(=O)=O)N(C1=CCCCC1)C1CC1	5.1
O=C(Cn1c(=O)[nH]c2ccccc2c1=O)N1CCN(S(=O)(=O)C2CC2)CC1	-3.1
COc1ccc(-c2ccc(C)c(NS(C)(=O)=O)c2)nn1	0.8
NC(=O)c1ccc(NC(=O)C2Cc3cc(Cl)ccc3O2)cc1 (stereo unspecified)	-9.1
O=c1ccc(Br)cn1Cc1nnc(-c2cccs2)o1	-1.6
CC(Nc1nc2c(c(=O)[nH]c(=O)n2C)n1CCCc1ccccc1)c1ccccc1 (stereo unspecified)	-2.6
Cc1cnc(-c2cccnc2)nc1C1CCCN(C(=O)/C=C/c2cccs2)C1 (stereo unspecified)	-7.3
CC1(C)CC2CC(C)(CN2c2nc(N)c(C#N)c(CC#N)c2C#N)C1 (stereo unspecified)	-1.9
CC(=O)c1[nH]c(C)c(C(=O)NC2CCCC2)c1C	-5.3
O=S(=O)(CNC(=S)c1ccccc1)c1ccccc1	-8.4
CC(C)CN(CCC(=O)O)c1nc(-c2ccco2)nc2cc(Cl)ccc12	-3.8
CC(=O)NCCNC(=O)C1(C)CCN1Cc1ccccc1Cl (stereo unspecified)	-12.8
CSc1ccccc1C(=O)C1CCCN(C(=O)c2cnsn2)C1 (stereo unspecified)	-9.3
COc1ccc2c(=O)c(Oc3ccc(Cl)cc3)coc2c1	-1.5
CC(C)N(C(=O)Cn1c(=O)n(Cc2ccccn2)c(=O)c2ncccc21)c1ccccc1	8.0
Cc1cc(C)n(-c2ccccc2)c2nc(=O)[nH]c(=O)c1-2	-1.4
CNc1cncc(-c2cncc(OC)c2)n1	-0.1
COc1ccc(CC(=O)Nc2nnc(-c3cc4ccccc4o3)o2)cc1	-2.6
COc1ccc(C(=O)Nc2c(F)cccc2N2CCCC2)cn1	-10.9
Ic1cnccc1N1CCCCC1	-7.5
CCNC(=O)C1(C)CCCN(CC(=O)c2ccc(OC)cc2)C1 (stereo unspecified)	-1.1
O=C(Nc1ccccc1)N1CCn2cccc2C1c1cccs1 (stereo unspecified)	-4.8

Compound activity from PubChem.

Only part of the results is shown; the hit share may differ from the screen's.
